NR2E3 ag-1 = agonists of human NR2E3 nuclear receptor; Q9Y5X4; CHO-S Gal4-NCOR/VP16-NR2E3 two-hybrid, luciferase; inhibition of corepressor binding, % at 3.98 µM; hit rate 0.35% among 360,000; AID 602229;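 active = inhibition above the mean of all tested compounds plus 3 SD, cut at about 70% in these data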;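 also: 0% = DMSO with NR2E3 transfected cells and 100% = cells lacking NR2E3 construct; higher means lower luciferase signal from less NR2E3 corepressor binding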
Target sequence (Q9Y5X4 whole entry, looked up, the tested form may be a part): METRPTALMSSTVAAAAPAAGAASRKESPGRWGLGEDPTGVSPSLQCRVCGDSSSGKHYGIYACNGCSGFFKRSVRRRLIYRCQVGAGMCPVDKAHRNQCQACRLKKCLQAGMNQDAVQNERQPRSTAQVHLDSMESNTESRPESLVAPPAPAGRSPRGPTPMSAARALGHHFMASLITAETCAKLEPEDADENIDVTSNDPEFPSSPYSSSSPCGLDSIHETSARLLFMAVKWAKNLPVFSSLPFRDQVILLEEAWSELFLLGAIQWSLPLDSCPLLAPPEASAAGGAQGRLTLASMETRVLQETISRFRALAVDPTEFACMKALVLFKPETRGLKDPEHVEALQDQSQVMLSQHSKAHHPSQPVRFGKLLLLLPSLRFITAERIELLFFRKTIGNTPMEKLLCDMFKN
Peg3 prom inh = Peg3 promoter activity inhibition. HeLa PEG-Prom luciferase reporter, luminescence, overnight. inhibition, % at 20 µM. hit rate 1.7% among 360,000. AID 588405;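 active = inhibition of at least 50% at 20 µM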
HIF-2a inh = inhibitors of HIF-2a; 786-0 RCC cells HIF-2a reporter, luciferase luminescence, overnight; inhibition, % at 18.8 µM; hit rate 0.72% among 360,000; AID 624352;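 active = inhibition of the luminescence signal of 40% or more relative to plate controls, in a single-dose primary screen at 18.75 µM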
PDI inh = inhibitors of human protein disulfide isomerase; PDI insulin aggregation turbidity, A650, 90 min; P07237; hit rate 0.052% among 350,000; AID 588391; inhibition, % at 10 µM;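 active = mean inhibition across replicates of 30% or more, whatever share of single replicates reach that level; inconclusive = mean inhibition below 30% while every single replicate reaches 30%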;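 also: absorbance from insulin aggregation driven by PDI reduction with DTT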
Target sequence (P07237 whole entry, looked up): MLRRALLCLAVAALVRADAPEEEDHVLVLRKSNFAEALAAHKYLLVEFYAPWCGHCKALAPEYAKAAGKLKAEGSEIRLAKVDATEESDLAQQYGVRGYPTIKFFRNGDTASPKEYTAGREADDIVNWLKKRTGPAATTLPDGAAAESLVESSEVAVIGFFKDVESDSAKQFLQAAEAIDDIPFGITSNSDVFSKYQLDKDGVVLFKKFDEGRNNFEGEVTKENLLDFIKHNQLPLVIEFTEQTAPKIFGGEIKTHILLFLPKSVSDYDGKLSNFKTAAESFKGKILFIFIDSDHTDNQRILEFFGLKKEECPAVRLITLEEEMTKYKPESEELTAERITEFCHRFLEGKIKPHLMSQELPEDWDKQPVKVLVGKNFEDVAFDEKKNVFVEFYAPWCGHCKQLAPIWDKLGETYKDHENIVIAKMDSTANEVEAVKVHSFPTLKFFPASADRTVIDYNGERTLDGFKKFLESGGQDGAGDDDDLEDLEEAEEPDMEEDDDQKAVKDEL
CaV13 ICDI inh = Primary screen for inhibitors of IQ motif and Ca2+-dependent inactivation inhibitor domain binding in CACNA1D, Förster resonance energy transfer in living cells, … | HEK cells, CFP/YFP FRET ICDI-IQ, plate reader, 10 min; percent FRET-ratio fall versus neutral wells | inhibition, % at 12.3 µM | hit rate 0.098% among 340,000;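 active = mean replicate inhibition of at least 30% and at least 1% of replicates passing that level; inconclusive = only one of the two criteria is met; inactive = neither criterion is met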;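 also: 0% = median of the neutral control wells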
aDG glyco up = increases alpha dystroglycan glycosylation. activation, % at 10 µM. hit rate 0.22% among 360,000. Pro5-aDG cells, alpha-DG glycosylation AlphaScreen (IIH6); 0% Pro5, 100% B10-LARGE cell signal;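 active = activation of at least 8% versus controls, or a plate z-score of at least 8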;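 also: Pro5 are CHO cells carrying HIG-tagged alpha-DG that lacks glycosylation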
TRPM1 prom inh = reduces MITF-dependent TRPM1 promoter luciferase signal; SK-MEL-5 TRPM1 promoter luciferase, 24 h; inhibition, % at 12.5 µM; hit rate 0.83% among 330,000;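 active = mean inhibition across replicates of 60% or more, whatever share of single replicates reaches that level; inconclusive = some that reach 60%, reason not given; inactive = mean inhibition across replicates below 60%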; also: values of inactives mirror those of a sister screen read the other way
Granule exo inh = blocks lytic granule exocytosis; AID 651702; TALL-104 LAMP-1 surface exposure, flow cytometry; cells stimulated with thapsigargin and PMA; hit rate 0.66% among 360,000; inhibition, % at 10 µM;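 active = inhibition above about 55%, limit read from the data; inconclusive = no clear call, values can overlap the other calls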
hiPSC survival = enhancers of human iPSC single-cell survival; hit rate 0.044% among 360,000; AID 602274; survival enhancement, % at 20 µM; hiPSC single-cell survival, ATPlite luminescence; 100% = ROCK inhibitor wells, 0% = DMSO; in the data active = survival enhancement above about 18%;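 also: cells exposed to compounds for 16 hours before the ATP read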
Vif inh = HIV Vif inhibition. HEK293T cells, Vif self-association by quenched fluorescence, imaging, 24 h. inhibition, % at 7.49 µM. hit rate 0.35% among 340,000. AID 602346; in the data active = inhibition above about 50%, passing the limit was not always enough; inconclusive = no clear call, values can overlap the other calls; inactive = below about 31%; also: some results filed as inactive read as strong as hits
NR2E3 ag-2 = agonists of human nuclear receptor NR2E3 | Q9Y5X4 | GST-NR2E3/biotin-RetCOR TR-FRET, 1536-well | inhibition of corepressor binding, % at 4.78 µM | hit rate 0.12% among 320,000 | AID 2300;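 active = percent inhibition above the cutoff of mean plus 3 SD of all tested compounds, set per screening campaign, cut at about 20% in these data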;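 also: 0% = DMSO wells and 100% = biotin wells as full block of FRET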
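Format: 1536-well format; test system: GST-NR2E3 and biotin-RetCOR proteins; read-out basis: percent inhibition of TR-FRET ratio; timing: 5 h incubation at 4 °C; detection: time-resolved FRET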
* hit, by the source's call; u = inconclusive; x = no result given; & = joins results of further samples; ! = repeats disagree.

SMILES	NR2E3 ag-1	Peg3 prom inh	HIF-2a inh	PDI inh	CaV13 ICDI inh	aDG glyco up	TRPM1 prom inh	Granule exo inh	hiPSC survival	Vif inh	NR2E3 ag-2
CCSc1nc2c(c(=O)[nH]c(=O)n2C)n1CC(O)COc1ccccc1C (stereo unspecified)	1	20	14	-3	-6	0.3	3	0	4.3	-5	1
O=C(NC(=S)N1CCc2ccccc21)c1ccco1	-16	-5	3	4	-4	0.2	5	2	-0.6	-3	3
Cc1cccc(NC(=O)CN2C(=O)C3CC=CCC3C2=O)c1C (stereo unspecified)	15	4	19	-1	-15	-0.1	x	3	1.5	3	x
O=C(NNc1c2ccccc2nc2ccccc12)c1ccccc1O	-25	3	-84	-10	-3	-0.3	-14	108*	1.8	-8	-3
N#C/C(=C\c1ccc(N2CCOCC2)o1)C(=O)Nc1ccc(O)cc1	-46	-128	-189	-1	-6	-0.4	-54	2	-1.0	3	-16
COc1ccc(OCc2nnc(SCC(=O)N3CCCC3)o2)cc1	-5	-13	17	-6	-3	0.1	-8	-8	-0.4	-8	4
CCCN1CCN(C(=O)CCS(=O)(=O)c2cc3c(cc2Cl)NC(=O)CO3)CC1	-25	10	6	x	18	0.0	x	1	-1.2	18	2
COc1ccc2sc(/C=C/c3ccccc3O)[n+](C)c2c1	-3	-17	-4	11	-5	11*	-8	0	-0.9	2	x
Cc1ccc(OCCNc2ccc(S(=O)(=O)N3CCCC3)cn2)cc1	8	14	1	-8	-6	0.2	-6	-1	-0.2	7	x
Cc1nn(-c2ncccn2)c2c1C(=O)CC(C)(C)C2Br (stereo unspecified)	17	7	3	-5	-2	-0.1	-10	-2	-0.7	1	x
COC(=O)CN(c1ccc(OC)c(OC)c1)S(C)(=O)=O	-15	4	8	-52	-4	0.4	11	2	-0.7	2	0
Cc1cc(C)n(/C(=C\N(C)C)C(=O)c2cccc([N+](=O)[O-])c2)n1	-12	9	8	18	-12	0.0	x	-4	0.2	-15	-1
CCCOc1ccc(N2C(=O)CC(N3CCN(CCN=CC4=C(O)CC(C)(C)CC4=O)CC3)C2=O)cc1 (stereo unspecified)	-15	4	14	8	-7	-0.2	2	-5	-0.7	4	3
Cc1ccc(-c2noc(CCC(=O)NCCN3CCOCC3)n2)cc1	-38	8	-9	-6	x	0.0	9	1	-0.1	2	2
O=C(O)c1cc2cccc(S(=O)(=O)N3CCOCC3)c2cc1O	-14	-5	16	7	-3	-0.2	2	-1	0.5	7	1
O=C1CSc2ccc(S(=O)(=O)NCc3ccc(Cl)cc3)cc2N1	1	6	14	3	-2	-0.3	-9	-2	1.4	-1	-1
CCC(C(=O)N(C(C)C)C(C)C)c1ccccc1 (stereo unspecified)	6	-10	-3	-3	-11	-0.2	-7	-2	1.4	5	1
CC(=O)Nc1cc(N2C(=O)CCC2=O)ccc1Cl	2	-7	9	6	-4	0.1	-5	3	4.6	-1	1
Cc1nc2ccccn2c1C(=O)N/N=C/c1ccccc1Cl	-24	-19	-16	7	-4	0.0	1	-8	0.3	-8	1
COC(=O)c1sc(NC(=S)NC(=O)c2ccccc2F)nc1C	-109	-212	-189	6	-5	-0.2	-54	-1	-0.7	4	2
CCOC(=O)c1ccc(Oc2nc(NC)nc(SC)n2)cc1	-8	14	-15	-13	x	-0.1	3	1	-0.2	-3	1
COc1ccc2nc(NC(=O)CSc3nc4ccccc4o3)sc2c1	14	-258	-84	-4	x	1.0	-32	-2	-0.8	-6	20*
CCCCCNC(=O)c1cc(S(=O)(=O)N2CCCC2)ccc1F	-27	7	16	-5	-6	0.2	8	-1	-1.3	15	2
COc1cc(C(=O)N/C(=C\c2cn(S(=O)(=O)N(C)C)c3ccccc23)C(=O)N2CCCC2)cc(OC)c1OC	2	1	12	24	-6	-0.1	3	2	-0.2	-4	-3
CC(C)N1C(=O)CCC1C(=O)NCCc1ccc(Cl)cc1 (stereo unspecified)	-47	6	7	-5	-5	-0.2	x	12	1.7	6	3
Cc1cc(C)cc(NC(=S)N(Cc2ccc(Cl)cc2)Cc2ccc(C(=O)O)cc2)c1	15	10	15	2	-5	-0.3	10	0	-0.5	-3	0
CC(=O)n1cc([C@H]2C=C(C(=O)N3CCN(Cc4ccc5c(c4)OCO5)CC3)O[C@@H](OCCCCO)C2)c2ccccc21	-18	16	32	7	-12	0.1	9	1	1.0	8	2
COCCn1c(SCC(=O)Nc2cccc(OC)c2)nc2c(oc3ccccc32)c1=O	-6	27	18	6	-3	-0.2	5	3	0.4	x	0
Cc1c(C)n(CCN(C)C)c2ncnc(NCc3ccccc3)c12	-3	-11	0	-9	-1	0.0	-22	-14	-0.6	-2	1
CC(OC(=O)Cn1cnc2c1c(=O)n(C)c(=O)n2C)C(=O)NC1CCCCC1C (stereo unspecified)	13	-4	18	8	-15	-0.2	-15	-2	-0.3	8	4
CCN(Cc1ccccc1)C(=O)CC(=O)N(CC)Cc1ccccc1	-4	5	9	-7	-7	0.2	9	9	0.1	-7	3
CC1CNCCN1S(=O)(=O)c1cccc2cnccc12 (stereo unspecified)	35&-2	-11&-45	22&30	2&-10	-5&-5	0.1&-0.1	2&-12	6&0	20*!	3&14	1&4
O=S1(=O)CC(N2CCCC2)CN1C1CCCCC1 (stereo unspecified)	9	2	4	x	-6	-0.3	x	2	-1.5	x	x
Cc1ccc(C(=O)O/N=C(\N)c2ccccn2)cc1Cl	-95	62*	1	-21	-10	0.4	14	2	-0.7	-2	2
COc1ccc(CNC(=O)CN2C(=O)C(c3ccccc3)Oc3cccnc32)cc1 (stereo unspecified)	-15	-14	7	x	-7	-0.3	x	-3	-1.6	-3	3
Cc1ccc2c(c1)nnn2C1CCN(C(=O)NCc2ccccc2)CC1	-19	7	14	-2	4	-0.3	-4	2	-0.4	-2	4
COc1ccc(C)cc1NS(=O)(=O)c1ccc(Br)s1	-2	31	11	-3	-9	-0.1	9	-6	2.6	-7	0
CCOC(=O)CCC(=O)NNC(=O)COc1ccc(C(C)C)cc1Br	13	0	1	0	2	0.0	11	1	-1.4	u	3
CCCCOc1ccc(S(=O)(=O)n2c(C)nc3ccccc32)cc1	-12	11	-9	-6	-8	0.0	14	1	17	-10	4
CC(Sc1ccccc1)C(=O)NN=C1CCCC1 (stereo unspecified)	1	2	9	1	-4	-0.1	3	-3	-0.2	-10	0
COC(C[C@H](O)CC(=O)COCc1ccccc1)OC	-9	-14	8	-7	-9	0.2	-3	11	2.8	-2	x
O=C1C2C3c4ccccc4C(c4ccccc43)C2C(=O)N1c1nc(-c2ccccc2)cs1 (stereo unspecified)	13	6	20	-91	-5	-0.1	3	0	-0.6	x	-2
Cc1ccc(-c2ncns2)cc1	-12	6	9	-6	-4	0.1	3	-7	-0.4	-1	5
Cc1cc2c(C)c(C)c(=O)[nH]c2cc1N	6	-17	-25	1	-5	-0.2	20	8	-2.7	12	3
O=C(CN1CCC(Cc2ccccc2)CC1)N1CCc2ccccc2C1	-8	0	5	3	-2	0.8	-2	1	-0.3	-1	4
O=C(CSc1nnc(Cc2ccccc2)o1)c1ccccc1	-15	-117	-112	-13	-6	-0.1	-41	-3	-0.2	-2	-5
Cc1ccc(-c2nc3ccccc3[nH]2)cc1NC(=O)c1ccc2c(c1)OCO2	-21	-7	-66	13	x	0.3	-30	2	1.8	5	2
O=C1c2sc3nc4ccccc4n3c2C(=O)N1c1ccccc1Cl	1	19	-148	-10	x	0.0	-3	1	0.4	-7	3
COCCCNC(=O)c1cc(C(=O)c2c(-c3c(Cl)cccc3Cl)noc2C)c[nH]1	-8	24	20	8	-5	0.8	14	-14	-3.1	20	0
Cc1ccc(-c2noc(CCCC(=O)NCC3CCCO3)n2)cc1 (stereo unspecified)	-4	1	19	9	-20	0.0	13	-2	-0.4	4	0
Next part.
SMILES	NR2E3 ag-1	Peg3 prom inh	HIF-2a inh	PDI inh	CaV13 ICDI inh	aDG glyco up	TRPM1 prom inh	Granule exo inh	hiPSC survival	Vif inh	NR2E3 ag-2
Cc1cccc(C(C)C)c1NC(=O)c1cc2ccccc2o1	-5	2	-13	-4	-5	-0.1	-3	-6	0.8	-7	-5
CCOC(=O)Cc1ccc(NC(=O)c2ccc([N+](=O)[O-])cc2)cc1	-12	-49	-46	8	4	3.6	0	4	-2.4	1	2
COc1cccc(OC)c1OCCCc1c(C)n[nH]c1C	-6	-13	-2	1	-4	0.0	15	-3	2.8	6	-2
Cc1ccc(OCC(=O)NCc2ccccn2)cc1	14	-10	-15	5	x	-0.2	9	-4	-2.8	2	-1
CC(C)(C)S(=O)N1Cc2cc(CO)cc(-c3ccccc3)c2[C@H]1CCO (stereo partly specified)	13	-2	8	-1	-10	-0.1	-6	-1	0.7	x	x
Cc1ccccc1SCC(=O)NNC(=O)c1ccccc1O	-6	-8	-30	14	x	0.1	0	2	-0.3	-9	4
O=C(Nc1ccc(S(=O)(=O)Nc2nccs2)cc1)c1ccc(F)cc1	-19	-8	3	12	-5	0.0	-8	-14	-0.3	1	4
COc1cccc(OCC(O)CN2CCN(c3ccccn3)CC2)c1 (stereo unspecified)	-15	-1	9	-28	-4	-0.1	-13	-4	2.7	3	-1
COc1cccc(/C=c2\s/c(=C\C(=O)C(C)(C)C)[nH]c2=O)c1	-24	-2	-36	0	-2	0.0	-16	-4	-0.2	-2	3
CSc1nsc(NC(=O)CCNC(=O)c2ccc([N+](=O)[O-])cc2)n1	-39	4	8	-10	-3	0.0	1	-1	0.3	14	-1

Reprinted from the part before: 3 entries, then new ones.
SMILES	NR2E3 ag-1	Peg3 prom inh	HIF-2a inh	PDI inh	CaV13 ICDI inh	aDG glyco up	TRPM1 prom inh	Granule exo inh	hiPSC survival	Vif inh	NR2E3 ag-2
COc1cccc(OCC(O)CN2CCN(c3ccccn3)CC2)c1 (stereo unspecified)	-15	-1	9	-28	-4	-0.1	-13	-4	2.7	3	-1
COc1cccc(/C=c2\s/c(=C\C(=O)C(C)(C)C)[nH]c2=O)c1	-24	-2	-36	0	-2	0.0	-16	-4	-0.2	-2	3
CSc1nsc(NC(=O)CCNC(=O)c2ccc([N+](=O)[O-])cc2)n1	-39	4	8	-10	-3	0.0	1	-1	0.3	14	-1
O=S(=O)(Nc1ccc2ccccc2n1)c1ccccc1	-21	-7	-28	1	x	-0.3	6	0	-0.4	2	0
CCS(=O)(=O)c1ccc(-c2cccc(NC(=O)COc3ccc(Cl)cc3)c2)nn1	5	-3	4	1	-4	-0.1	0	1	-0.4	8	4
O=C(/C=C/c1ccccc1)N1CCN(Cc2nc3ccccc3c(=O)[nH]2)CC1	-8	22	24	-2	-8	0.1	8	0	-0.7	0	3
Cc1ccc(-c2csc(SCC(=O)Nc3cc(C)on3)n2)cc1	-17	-18	7	-2	-3	0.4	-20	1	0.6	-6	1
CC(C)N(C(=O)[C@H]1CC(CC(=O)NCCCN(C)C)C(=O)N2CCc3c([nH]c4ccccc34)[C@]12C)C(C)C (stereo partly specified)	-12	-28	-3	3	-3	-0.2	0	1	0.3	x	x
